# Source: PubChem BioAssay
# HDAC3 inhib: human HDAC3 inhibition | O15379 | recombinant HDAC3, fluorogenic peptide/trypsin coupled, fluorescence | AID 2718 | actives 0.15% (n = 320,000) | inhibition, % at 8.3 µM; in the data active = inhibition above about 26%, passing the limit was not always enough; inconclusive = no clear call, values can overlap the other calls
# ANO1 block: mouse TMEM16A channel inhibition, primary screen; actives 1.2% (n = 310,000); AID 588511; Q8BHY3; normalized B-score (activity score, 25-100; higher = stronger inhibition) at 10 µM; HEK293 TMEM16A/YFP iodide influx fluorescence, ionomycin;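 active = ratio plate-corrected score three or more library SD toward inhibition, starting fluorescence score within five deviations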;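 also: score derived from kinetic fluorescence span divided by baseline fluorescence per well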
# hERG protect: compounds protecting human hERG from proarrhythmic drug block | AID 1511 | activation (rescue from dofetilide block), less the hit threshold, % at 10 µM | CHO-hERG, FluxOR thallium flux, dofetilide IC70 present | Q12809 | actives 0.51% (n = 310,000);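 active = activation above the mean of controls blocked by dofetilide plus 5 SD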;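 also: thallium influx through hERG after potassium depolarization seen as dye fluorescence rise; in these data hits start at about 4.7%; inactives centre near -7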
# KCNQ1 inh: human KCNQ1 channel inhibition | actives 1.3% (n = 310,000) | AID 2642 | CHO-K1 KCNQ1, FluxOR thallium flux fluorescence; active compounds read high | P51787 | B-score at 10 µM;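 active = compounds whose thallium flux B-score, printed positive for inhibition, exceeds three library SD while starting fluorescence stays within three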;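 also: channel opened by potassium depolarization with thallium stimulus after 20 min compound exposure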
# Target sequence (P51787 whole entry, looked up): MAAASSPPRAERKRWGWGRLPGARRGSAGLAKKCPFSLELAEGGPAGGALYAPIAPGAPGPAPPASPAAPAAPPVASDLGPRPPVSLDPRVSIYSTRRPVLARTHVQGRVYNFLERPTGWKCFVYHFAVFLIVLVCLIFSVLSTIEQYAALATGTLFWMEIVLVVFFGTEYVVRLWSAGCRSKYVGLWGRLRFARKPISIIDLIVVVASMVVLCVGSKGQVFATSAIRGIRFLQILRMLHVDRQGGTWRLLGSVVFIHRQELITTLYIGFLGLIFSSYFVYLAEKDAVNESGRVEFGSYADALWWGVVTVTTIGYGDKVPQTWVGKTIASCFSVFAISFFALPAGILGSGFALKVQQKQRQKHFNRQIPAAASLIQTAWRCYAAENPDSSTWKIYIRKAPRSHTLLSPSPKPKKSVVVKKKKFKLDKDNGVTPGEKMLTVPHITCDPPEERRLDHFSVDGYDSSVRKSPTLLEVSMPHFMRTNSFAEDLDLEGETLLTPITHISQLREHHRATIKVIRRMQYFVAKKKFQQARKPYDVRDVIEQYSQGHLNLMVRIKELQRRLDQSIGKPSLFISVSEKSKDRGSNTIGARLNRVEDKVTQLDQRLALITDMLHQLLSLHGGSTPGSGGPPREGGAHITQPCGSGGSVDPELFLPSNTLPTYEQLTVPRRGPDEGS
# KCNK3 inh: human KCNK3 channel inhibition, primary screen | CHO-KCNK3 thallium flux, FluxOR fluorescence; active compounds read low | AID 602410 | B-score at 10 µM | actives 0.84% (n = 340,000);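 active = B-score under library mean minus 4 SD, starting fluorescence ratio at most library mean plus 5 SD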;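 also: more negative B-score means stronger inhibition of thallium flux through KCNK3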
# KCNK9 inh: blocks the human KCNK9 two-pore domain potassium channel; Q9NPC2; HEK293 KCNK9, FluxOR thallium flux fluorescence; active compounds read low; B-score at 10 µM; actives 1.2% (n = 310,000);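 active = ratio B-score over 3 SD below the library mean, with starting fluorescence within 5 SD of its mean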;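 also: negative B-score means less thallium flux so channel inhibition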
# RGS4 pot: RGS4 potentiation or activation; B-score at 10 µM; HEK293 M3R/inducible RGS4, carbachol calcium flux Fluo4; active compounds read low; actives 0.92% (n = 310,000); AID 463111;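 active = B-score of the integrated calcium signal more than 4 SD below the library mean, with starting fluorescence not abnormally high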;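 also: negative B-score means reduced calcium response which marks RGS4 activation or potentiation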
#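 Reagent: ECmax carbachol challenge; Test system: M3R-expressing HEK293 line, RGS4 induced by doxycycline; Schedule: overnight RGS4 induction, 30 min dye load 37 °C, 20 min compound RT; Detection: calcium dye Fluo4 fluorescence; Read-out: Agonist-evoked peak-minus-minimum fluorescence over baseline, integrated ratio, B score.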
# SKKanGAS inh: SKKanGAS growth inhibition | S. pyogenes SKKanGAS, kanamycin growth, BacTiter-Glo, 6 h | inhibition, % at 7.5 µM | actives 1.3% (n = 300,000);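 active = mean replicate score, as percent of positive control median, at least 50; inconclusive = mean below 50 but one replicate at or above 50; inactive = mean and every replicate below 50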;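 also: strain carries kanamycin resistance gene driven by streptokinase promoter and grows in 40 µg/ml kanamycin; loss of luminescence reflects streptokinase promoter inhibition or plain growth inhibition; 0% = median of DMSO wells and 100% = positive control at its reference dose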
# KCNQ1 act: potentiates or activates the human KCNQ1 potassium channel. actives 0.35% (n = 310,000). CHO-K1 KCNQ1, thallium flux FluxOR fluorescence; active compounds read high. B-score at 10 µM. AID 2648;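 active = fluorescence ratio B-score, a plate-corrected score, at least three library SD, with initial intensity B-score within 5 SD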
#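 assay system = CHO-K1 cells stably expressing KCNQ1 | medium = assay buffer, equal DMSO in all wells | timing = 37 °C overnight plating, 90-min dark dye load, 20-min compound pretreatment | measured by = kinetic FluxOR thallium fluorescence, 10-s 1-Hz baseline, 110-s post-stimulus read | measure = fluorescence change relative to baseline, converted to B score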
# TMEM16A act: activates or potentiates the mouse TMEM16A chloride channel; Q8BHY3; HEK293 TMEM16A/YFP-H148Q/I152L, iodide quench fluorescence; active compounds read low; B-score at 10 µM; actives 0.3% (n = 340,000); AID 623877;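 active = fluorescence-ratio B-score plate-corrected deviation score at least 3 library SD below zero, with starting fluorescence score within 5 deviations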;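 also: channel opened by trigger with iodide after compound preincubation; score built on the fluorescence ratio of max minus min over baseline; more negative score means more quench and so TMEM16A activation or potentiation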
# RGS4 block: inhibitors of human RGS4; B-score at 10 µM; actives 0.45% (n = 310,000); P49798; HEK293 M3R/RGS4 inducible, Fluo-4 calcium flux; active compounds read high; triggered by carbachol at its EC20;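 active = B-score, a plate-corrected calcium signal, over three deviations above library mean, with baseline fluorescence within five deviations of library mean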;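 also: RGS4 expression induced by doxycycline in cells with stable M3 receptor; B-score is computed from the integrated fluorescence ratio over baseline after carbachol; higher B-score means a larger calcium signal and so more RGS4 inhibition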
# Target sequence (P49798 whole entry, looked up): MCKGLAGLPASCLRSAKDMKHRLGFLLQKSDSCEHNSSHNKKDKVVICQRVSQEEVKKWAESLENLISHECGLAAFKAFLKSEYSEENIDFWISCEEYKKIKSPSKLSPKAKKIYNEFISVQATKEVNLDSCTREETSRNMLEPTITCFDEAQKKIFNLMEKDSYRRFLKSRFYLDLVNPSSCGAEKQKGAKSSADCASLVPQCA
# Numbers without * were called inactive; i = inactive; u = inconclusive; x = no result given.
item	canonical_smiles	HDAC3 inhib	ANO1 block	hERG protect	KCNQ1 inh	KCNK3 inh	KCNK9 inh	RGS4 pot	SKKanGAS inh	KCNQ1 act	TMEM16A act	RGS4 block
1	O=C(CN1CCN(C(=O)c2cccs2)CC1)NC1CCCCC1	-3	i	-2	i	i	i	i	2	i	x	i
2	O=C(O)c1ccc(NS(=O)(=O)c2ccc3nnn(O)c3c2)cc1	0	i	-6	i	i	i	i	2	i	i	i
3	CCCCC(=O)Nc1cccc2c1C(=O)N(c1ccccc1)C2=O	14	i	-6	i	i	i	i	-1	i	i	i
4	CC(C(=O)N1CCOCCOCCOCC1)N1C(=O)c2ccccc2C1=O (stereo not drawn)	-2	i	-6	i	i	i	i	5	i	i	i
5	O=C(NCC1CCCO1)c1cc([N+](=O)[O-])ccc1Cl (stereo not drawn)	-2	i	-2	i	i	i	i	3	i	i	i
6	CC1CCCCC1NC(=O)C1CCN(S(=O)(=O)c2cccc3nonc23)CC1 (stereo not drawn)	-2	i	-6	i	i	i	i	2	i	i	i
7	O=C(/C(Br)=C/Nc1cc(Cl)ccc1Cl)C(F)(F)F	-3	i	-10	i	i	i	i	-6	i	i	i
8	CN(CC(=O)NCC1CCCO1)S(=O)(=O)c1cc(Cl)ccc1Cl (stereo not drawn)	-6	i	-1	i	i	i	i	-2	i	x	i
9	Cc1ccc(S(=O)(=O)NCCOc2cc(C)ccc2C)cc1	x	i	-11	i	i	i	i	-3	i	i	i
10	CCc1cc(C(=O)N2CCCC(CNS(=O)(=O)c3cccs3)C2)n(C)n1 (stereo not drawn)	-1	i	-5	i	i	i	i	-3	i	i	i

# Random excerpt: 7 records from the list, in no set order.
item	canonical_smiles	HDAC3 inhib	ANO1 block	hERG protect	KCNQ1 inh	KCNK3 inh	KCNK9 inh	RGS4 pot	SKKanGAS inh	KCNQ1 act	TMEM16A act	RGS4 block
2	O=C(O)c1ccc(NS(=O)(=O)c2ccc3nnn(O)c3c2)cc1	0	i	-6	i	i	i	i	2	i	i	i
9	Cc1ccc(S(=O)(=O)NCCOc2cc(C)ccc2C)cc1	x	i	-11	i	i	i	i	-3	i	i	i
6	CC1CCCCC1NC(=O)C1CCN(S(=O)(=O)c2cccc3nonc23)CC1 (stereo not drawn)	-2	i	-6	i	i	i	i	2	i	i	i
7	O=C(/C(Br)=C/Nc1cc(Cl)ccc1Cl)C(F)(F)F	-3	i	-10	i	i	i	i	-6	i	i	i
3	CCCCC(=O)Nc1cccc2c1C(=O)N(c1ccccc1)C2=O	14	i	-6	i	i	i	i	-1	i	i	i
10	CCc1cc(C(=O)N2CCCC(CNS(=O)(=O)c3cccs3)C2)n(C)n1 (stereo not drawn)	-1	i	-5	i	i	i	i	-3	i	i	i
8	CN(CC(=O)NCC1CCCO1)S(=O)(=O)c1cc(Cl)ccc1Cl (stereo not drawn)	-6	i	-1	i	i	i	i	-2	i	x	i

# Carrying on:
item	canonical_smiles	HDAC3 inhib	ANO1 block	hERG protect	KCNQ1 inh	KCNK3 inh	KCNK9 inh	RGS4 pot	SKKanGAS inh	KCNQ1 act	TMEM16A act	RGS4 block
11	CC(C)OP(=O)(OC(C)C)C(Nc1ccccc1)c1cccc([N+](=O)[O-])c1 (stereo not drawn)	9	i	-5	i	i	i	i	-10	i	i	i
12	Cn1nc(-c2ccccc2)c(-c2nc(-c3ccc(Cl)cc3)no2)c1Cl	1	i	-3	i	i	-7.4*	i	1	i	i	i
13	O=C(NCc1ccco1)c1ccc2c(=O)n(CC3CCCO3)c(=S)[nH]c2c1 (stereo not drawn)	-5	i	-3	i	i	i	i	4	i	i	i
14	Cc1nc2ccccc2c(=O)n1NC(=O)Nc1ccccc1	2	i	-2	i	i	i	i	17	i	i	i
15	COc1ccc(C(=O)CN2C3=NCCCN3c3ccccc32)cc1OC	-2	i	-4	i	i	i	i	9	i	i	i
16	CCOc1cc(C)c(Cl)cc1S(=O)(=O)N(CC)CC	1	i	-5	i	i	i	i	-1	i	i	i
17	CCOC(=O)c1nn(-c2ccc(C)cc2)c(=O)cc1OCC(=O)Nc1cccc(OC)c1	x	i	-3	i	i	i	i	41	i	i	i
18	Cc1ccc(N(CC(=O)N2CCN(c3ccc(F)cc3)CC2)S(=O)(=O)c2c(C)nn(C)c2C)cc1	-5	i	-11	i	i	i	i	2	i	i	i
19	Cc1ccc2oc(=O)n(CCCOc3ccccc3)c2c1	10	i	-13	i	i	i	i	9	i	i	i
20	Cc1ccc(NC(=S)NCc2ccc3c(c2)OCO3)cc1C	-2	i	-3	i	i	i	i	1	i	i	i

# Limited to KCNK9 inh, for some of the entries so far:
item	mol	KCNK9 inh
13	O=C(NCc1ccco1)c1ccc2c(=O)n(CC3CCCO3)c(=S)[nH]c2c1 (stereo not drawn)	i
14	Cc1nc2ccccc2c(=O)n1NC(=O)Nc1ccccc1	i

# Continuation:
item	canonical_smiles	HDAC3 inhib	ANO1 block	hERG protect	KCNQ1 inh	KCNK3 inh	KCNK9 inh	RGS4 pot	SKKanGAS inh	KCNQ1 act	TMEM16A act	RGS4 block
21	CCOC(=O)Cn1cc(C(=O)OC)c2ccccc21	8	i	-14	i	i	i	i	4	i	i	i
22	O=C(Nc1ccccc1)c1cc(S(=O)(=O)Nc2cccnc2)ccc1Cl	-1	i	-8	i	i	i	i	5	i	i	i
23	CC(C)c1ccc(/C=C/C(=O)N2CCCCCC2)cc1	7	i	-10	i	i	i	i	-18	i	i	i
24	CC(C)(C)c1ccc(C(=O)Nn2cnnc2)cc1	4	i	-8	i	i	i	i	-2	i	i	i
25	COc1ccc(NC(=O)Cn2ccc3c(OC)cccc3c2=O)cc1	2	i	-11	i	i	i	i	2	i	i	i
26	CCN(CC)C(=O)C(=O)c1cn(CC(=O)NCc2ccc3c(c2)OCO3)c2ccccc12	3	i	2	i	i	i	i	2	i	i	i
27	CC(=O)c1ccc(N2CCN(S(=O)(=O)c3csc(C(N)=O)c3)CC2)cc1	1	i	-5	i	i	i	i	-1	i	i	i
28	Cc1ccccc1CSc1nnc(C)n1N	u	i	-4	i	i	i	i	-2	i	i	i
29	COc1ccc(CN(CC2CCCO2)S(=O)(=O)c2ccc(-n3cnnn3)c(OC)c2)cc1 (stereo not drawn)	-7	i	-11	i	i	i	i	-5	i	i	i
30	COC(=O)[C@@H]1CCCN1Cc1nc(Cc2ccccc2F)no1	2	i	-3	i	i	i	i	-3	i	i	i
31	CCN1CCN(Cc2ccc(NC(=O)Nc3ccc(SC)cc3)cc2)CC1	4	i	-12	i	i	i	i	-9	i	i	i
32	N#CCCN1CCN(S(=O)(=O)c2ccc(S(=O)(=O)N3CCOCC3)cc2)CC1	-3	i	-7	i	i	i	i	-9	i	i	i
33	CCSc1ncc(C#N)c(N)n1	-1	i	-6	i	i	i	i	1	i	i	i
34	CCn1ncc(/C=N/N=C2\CCC3C4CCc5cc(O)ccc5C4CCC23C)c1C (stereo not drawn)	4	i	-7	i	i	i	i	31	i	i	i
35	C=CCOc1c(Br)cc(C2C3=C(CCCC3=O)N(C)C3=C2C(=O)CCC3)cc1OCC	-19	i	-7	i	i	i	i	3	i	i	i
36	O=[N+]([O-])c1ccc(S(=O)(=O)Nc2ccc(-c3ccc(N4CCCC4)nn3)cc2)cc1	x	i	-5	i	i	i	i	3	i	i	i
37	CS(=O)(=O)N1CCCC(C(=O)N2CCOCC2)C1 (stereo not drawn)	0	i	-2	i	i	i	i	-9	i	i	i
38	CCc1nnc(NC(=O)CSc2ccc(-c3ccc(C)cc3)nn2)s1	7	i	-7	i	i	i	i	-19	i	i	i
39	C=CCCCCCCCCC(=O)Nc1ncccn1	1	i	-9	i	i	i	i	1	i	i	i
40	CC1CCCN(C(=O)CCNS(=O)(=O)c2ccc(Br)cc2)C1 (stereo not drawn)	-5	i	-13	i	i	i	i	-7	i	i	i
41	Cc1ccc(CC2CC(=O)N(CCc3ccc4c(c3)OCO4)C2=O)cc1 (stereo not drawn)	3	i	-4	i	i	i	i	-18	i	i	i
42	Cc1ccc(C(=O)NCc2cccnc2)cc1S(=O)(=O)Nc1ccccc1	6	i	-7	i	i	i	i	9	i	i	i
43	O=C(Nc1nc2ccccc2[nH]1)c1ccccc1[N+](=O)[O-]	0	i	-6	i	i	i	i	-1	i	i	i
44	CCOC(=O)N1CCN(C(=O)COC(=O)c2ccc(O)cc2O)CC1	-4	i	-9	i	i	i	i	-4	i	i	i

# Entries listed so far with an NH in an aromatic ring (2):
item	canonical_smiles	HDAC3 inhib	ANO1 block	hERG protect	KCNQ1 inh	KCNK3 inh	KCNK9 inh	RGS4 pot	SKKanGAS inh	KCNQ1 act	TMEM16A act	RGS4 block
13	O=C(NCc1ccco1)c1ccc2c(=O)n(CC3CCCO3)c(=S)[nH]c2c1 (stereo not drawn)	-5	i	-3	i	i	i	i	4	i	i	i
43	O=C(Nc1nc2ccccc2[nH]1)c1ccccc1[N+](=O)[O-]	0	i	-6	i	i	i	i	-1	i	i	i
